Source: PubChem
PP1 counter: blocks human PP1-alpha phosphatase, a PP5 counter-screen | actives 0.9% (n = 320,000) | purified PP1alpha, OMFP fluorescence | inhibition, % at 6.7 µM;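 active means inhibition above the mean inhibition of all tested compounds plus 3 SD, computed separately for each screening campaign, cut at about 15% in these data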
core dimer inh: HCV core protein dimerization inhibition; TR-FRET GST/Flag-core106 dimerization, 1536-well; inhibition, % at 5 µM; actives 0.33% (n = 300,000); AID 1899;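 active means inhibition above the mean of all tested compounds plus 3 SD, set per screening campaign, cut at about 45% in these data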
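Assay system – GST-tagged and Flag-tagged HCV core protein residues 1-106 · Quantity – core106 proteins, GST 13.5 nM and Flag 17 nM · Benchmarks – unlabelled core106 and no-GST-core106 wells · Read-out basis – percent inhibition of core106 dimerization signal · Detection – time-resolved FRET, ex 340 nm, em 617 and 671 nm · Schedule – 4 h at 22.5 °C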
VLA-4 inh: inhibition in a human VLA-4 binding assay. VLA-4 expressing cells, ligand binding flow cytometry. inhibition, % (about 7 µM as worked out from the volumes in the protocol). actives 0.2% (n = 330,000); in the data active means inhibition above about 50%
JMJD2C inh: blocks human GASC-1 demethylase activity. GST-JMJD2C(1-420) H3K9me3 demethylation, DELFIA europium. inhibition, % at 2.35 µM. actives 0.069% (n = 330,000). AID 2099;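 active means more than half of a compound's replicate wells show inhibition beyond 50%, single wells judged on their own value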;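 further: signal counts dimethyl H3K9 product captured on neutravidin plate; 0% = median of DMSO wells and 100% = 0.3 times that DMSO median; strong numbers were not always called active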
Target sequence (Q9H3R0 1-420 limits assumed): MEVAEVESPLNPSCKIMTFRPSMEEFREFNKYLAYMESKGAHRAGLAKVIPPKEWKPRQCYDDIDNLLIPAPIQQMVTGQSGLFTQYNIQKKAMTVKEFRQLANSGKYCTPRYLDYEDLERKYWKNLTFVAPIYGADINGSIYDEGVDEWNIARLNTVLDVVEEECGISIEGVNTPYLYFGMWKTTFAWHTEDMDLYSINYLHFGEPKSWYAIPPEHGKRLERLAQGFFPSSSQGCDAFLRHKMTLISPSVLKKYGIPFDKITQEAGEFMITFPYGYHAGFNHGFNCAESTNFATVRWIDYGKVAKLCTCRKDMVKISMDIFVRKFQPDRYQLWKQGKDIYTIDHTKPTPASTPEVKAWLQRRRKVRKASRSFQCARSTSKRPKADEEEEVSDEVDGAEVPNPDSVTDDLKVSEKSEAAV
procasp3 activ: procaspase-3 (human) activation. P42574. recombinant procaspase-3 D3A, Ac-DEVD-pNA absorbance 405 nm. activation, % at 8.5 µM. actives 0.11% (n = 330,000). AID 463141;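 active means activation above the mean of all tested compounds plus 3 SD, cut at about 21% in these data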;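 further: 0% = DMSO alone and 100% = DMSO wells spiked with extra 5 µM PC-3 D3A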
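Test system: Procaspase-3 D3A mutant; medium: Zinc-free HEPES/NaCl buffer with 0.01% Triton X-100 at pH 7.4; reagent: DEVD-pNA substrate; doses: one concentration, 8.5 µM nominal, 0.8% DMSO; times: 1 h preincubation plus 2 h reaction at 25 °C; signal: Epi-absorbance at 405 nm of released p-nitroaniline, 0 and 120 min; replicates: singlicate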
GRK2 inh: blocks RNA aptamer binding to human GRK2; actives 0.59% (n = 330,000); P25098; inhibition of aptamer binding, % at 10 µM; bead flow cytometry, FAM-aptamer displacement from GRK2;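 active means inhibition of aptamer binding above 40%, roughly 3 SD of noise, on plates passing a quality check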;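 further: median bead fluorescence of bound FAM aptamer so fluorescent compounds give negative values; no value below 0 was filed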
PP5 primary: PP5 (human) phosphatase inhibition; purified PP5c, OMFP substrate fluorescence; inhibition, % at 6.7 µM; actives 0.18% (n = 320,000); AID 1987;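 active means inhibition above the campaign's mean inhibition across all tested compounds plus 3 SD, cut at about 9.5% in these data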;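 further: 0% = DMSO only and 100% = 100 µM cantharidin control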
Target sequence (P53041 whole entry, looked up): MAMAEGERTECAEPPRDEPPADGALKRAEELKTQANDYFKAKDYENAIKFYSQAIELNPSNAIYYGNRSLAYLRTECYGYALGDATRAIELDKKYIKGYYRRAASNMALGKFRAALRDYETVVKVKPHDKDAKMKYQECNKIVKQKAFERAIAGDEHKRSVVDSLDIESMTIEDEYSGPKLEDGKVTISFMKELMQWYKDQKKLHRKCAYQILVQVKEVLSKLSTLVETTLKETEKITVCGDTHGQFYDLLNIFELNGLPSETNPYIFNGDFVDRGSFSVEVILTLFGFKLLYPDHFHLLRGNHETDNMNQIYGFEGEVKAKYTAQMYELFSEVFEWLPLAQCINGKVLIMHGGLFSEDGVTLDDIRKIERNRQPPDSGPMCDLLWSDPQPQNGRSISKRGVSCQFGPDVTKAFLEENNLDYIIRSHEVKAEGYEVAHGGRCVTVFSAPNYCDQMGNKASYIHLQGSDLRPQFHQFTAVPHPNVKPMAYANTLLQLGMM
CTSL1 counter: blocks F. hepatica cathepsin L1 in PFM18AAP counter-screen | AID 1906 | recombinant F. hepatica cathepsin L1, Z-Leu-Arg-MCA fluorescence | inhibition, % at 5.96 µM | actives 0.49% (n = 300,000);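 active means inhibition above the mean of all tested compounds plus 3 SD, set per screening campaign, cut at about 17% in these data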;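 further: 0% = plate median of test compound wells and 100% = 1 µM Z-Phe-Ala-diazomethylketone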
proCasp7 act: activates human procaspase-7, counter-screen for procaspase-3 activators; P55210; recombinant procaspase-7, Ac-DEVD-pNA absorbance 405 nm; D23A/D198A/D206A triple mutant, cannot self-cleave; scale: DMSO 0, 5 µM enzyme 100; activation, % at 8.5 µM; actives 0.093% (n = 330,000); AID 463210;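 active means percent activation above the screen-wide mean plus 3 SD, cut at about 25% in these data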
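Detection: p-Nitroaniline absorbance at 405 nm, read at 0 and 120 min; system: Uncleavable procaspase-7 mutant enzyme; evaluation: % activation from two-timepoint absorbance difference, scaled to controls; times: 1 h enzyme–compound preincubation and 2 h substrate reaction, both 25 °C; buffer or medium: Zinc-free HEPES pH 7.4 with 300 mM NaCl, 0.01% Triton X-100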
The depositor's hits bear a star; nt = not tested or not shown; & = joins results of further samples.

SMILES | PP1 counter | core dimer inh | VLA-4 inh | JMJD2C inh | procasp3 activ | GRK2 inh | PP5 primary | CTSL1 counter | proCasp7 act
CN(C)C(=O)CSc1nc(-c2ccccc2)c(-c2ccccc2)o1 | 8 | 3 | 7 | -22 | 8 | 0 | 1.2 | -1 | 0
C#CCOCCOCCOCCNc1nc(N2CCN(C(=O)C([C@@H](C)CC)n3cc(C(N)CO)nn3)CC2)nc(N2CCN(C(=O)[C@H](CCC(=O)O)n3cc(C(N)CC(C)C)nn3)CC2)n1 (stereo not given in full) | -1 | -5 | 3 | -2 | 5 | 2 | 0.4 | -1 | -4
COc1ccc(C[C@H]2CN3C(=NC[C@@H]3Cc3ccccc3)N2CCNC(=O)CCC2CCCCC2)cc1 | 7 | 1 | 31 | -211 | 0 | 0 | 0.8 | -2 | -7
CCOC(=O)c1ccc(CNC(=O)CSc2nc(NC(=O)c3ccccc3)c3c(C)c(C)oc3n2)cc1 | -2 | 13 | -2 | 3 | -1 | 0 | 1.1 | 8 | -5
O=C(Nc1cc(C(F)(F)F)ccc1Cl)c1ccc(NC(=O)C(F)(F)F)cc1 | -1 | -2 | 12 | 24 | -7 | 1 | 5.5 | 5 | -4
O=C(NCCCc1ccccc1)C(=O)NCC1OCCN1S(=O)(=O)c1ccccc1 (stereo not given) | 0 | -5 | -16 | 5 | -1 | 2 | 1.6 | 2 | 7
Cn1cnc(S(=O)(=O)N2CCN(c3ccccc3)CC2)c1 | -3 | -26 | -1 | -1 | -1 | 1 | 2.4 | 1 | 8
COc1ccc(-n2nnnc2SCC(=O)Nc2nnn(C)n2)cc1 | -3 | 1 | 9 | 5 | -2 | 1 | -2.2 | 1 | 4
Cn1cccc1/C=C1/SC(=O)N(CC(=O)N2CCCC2)C1=O | 0 | -1 | 1 | -15 | -13 | 0 | 2.1 | 4 | -15
O=S(CC(O)COCc1ccc(Cl)cc1)c1ccccn1 (stereo not given) | -1 | -4 | -12 | -6 | -4 | 3 | -1.1 | 2 | -4
Cc1ccc(S(=O)(=O)N2CCN(C(=O)COC(=O)c3cc([N+](=O)[O-])ccc3NCCO)CC2)c(C)c1 | nt | nt | -15 | -4 | -2 | 1 | nt | nt | 7
COc1ccc(OC)c(C2CC(=O)N3CN(c4cccc(Cl)c4)CSC3=C2C#N)c1 (stereo not given) | 4 | 19 | -1 | 0 | -15 | 0 | 1.8 | 2 | -19
Cc1cccc(/C=C/c2nc3ccccc3c(=O)[nH]2)c1 | 3 | 12 | 17 | 16 | -5 | 4 | 1.1 | 1 | -4
CCOc1nc(Nc2ccc(OC)c(Cl)c2)nc(N2CCN(c3ccc(OC)cc3)CC2)n1 | 0 | 11 | 1 | 8 | -4 | 1 | 1.5 | -2 | -8
O=[N+]([O-])c1cccc(OCC(O)CN2CCN(S(=O)(=O)c3cc(Cl)ccc3Cl)CC2)c1 (stereo not given) | -3 | -16 | -18 | -25 | -4 | 0 | 0.7 | 10 | -7
CC1CC1c1ccc(/C=C(\C#N)C(=O)Nc2cccc(Cl)c2Cl)o1 (stereo not given) | -1 | -13 | 18 | -13 | -10 | 0 | 3.2 | 2 | -11
COc1ccc(S(=O)(=O)Nc2ccc3c(c2)N(C(C)=O)CCC3)cc1OC | -1 | -3 | 10 | -15 | -3 | 3 | -0.1 | -3 | 2
CCOc1ccccc1NC(=O)N1CCCN(c2ncccc2C#N)CC1 | 0 | 9 | 0 | 12 | -3 | 5 | -0.2 | 1 | 1
CC(=O)NCCc1ccc(S(=O)(=O)Nc2ccc(C)c(S(=O)(=O)N3CCOCC3)c2)cc1 | -1 | 6 | 10 | -19 | 5 | 0 | 0.9 | -2 | 7
COc1ccc(C(=O)CCC(=O)N2CCN(c3cc(C)ccc3C)CC2)cc1 | -3 | -10 | -7 | -2 | -6 | 87* | -1.4 | 9 | -7
Cc1nn(C)c(C)c1S(=O)(=O)N1CCC(C(=O)NC2CCCc3ccccc32)CC1 (stereo not given) | 2 | -5 | 10 | 8 | 4 | 1 | -1.8 | -3 | -4
O=C(NCC1CCCN1S(=O)(=O)c1cccs1)c1ccccc1 (stereo not given) | -3 | 0 | 5 | -36 | 7 | 0 | -0.6 | 3 | 5
CSc1ccc(CNC(=O)CCn2ccc3cc(S(=O)(=O)N4CCCC4)ccc32)cc1 | -2 | 3 | -5 | 19 | -5 | 0 | -1.3 | 0 | 3
Cc1nc(N2CCN(C)CC2)c2sc(=S)n(C)c2n1 | 0 | -1 | 29 | 1 | 9 | 0 | 1.1 | 3 | 4

Fetched by structure from above (five):
SMILES | PP1 counter | core dimer inh | VLA-4 inh | JMJD2C inh | procasp3 activ | GRK2 inh | PP5 primary | CTSL1 counter | proCasp7 act
COc1ccc(C[C@H]2CN3C(=NC[C@@H]3Cc3ccccc3)N2CCNC(=O)CCC2CCCCC2)cc1 | 7 | 1 | 31 | -211 | 0 | 0 | 0.8 | -2 | -7
CC(=O)NCCc1ccc(S(=O)(=O)Nc2ccc(C)c(S(=O)(=O)N3CCOCC3)c2)cc1 | -1 | 6 | 10 | -19 | 5 | 0 | 0.9 | -2 | 7
COc1ccc(S(=O)(=O)Nc2ccc3c(c2)N(C(C)=O)CCC3)cc1OC | -1 | -3 | 10 | -15 | -3 | 3 | -0.1 | -3 | 2
Cn1cnc(S(=O)(=O)N2CCN(c3ccccc3)CC2)c1 | -3 | -26 | -1 | -1 | -1 | 1 | 2.4 | 1 | 8
CSc1ccc(CNC(=O)CCn2ccc3cc(S(=O)(=O)N4CCCC4)ccc32)cc1 | -2 | 3 | -5 | 19 | -5 | 0 | -1.3 | 0 | 3

Other structures:
SMILES | PP1 counter | core dimer inh | VLA-4 inh | JMJD2C inh | procasp3 activ | GRK2 inh | PP5 primary | CTSL1 counter | proCasp7 act
CCc1ccc2oc(=O)cc(CN3CCN(CCO)CC3)c2c1 | 1 | -2 | 6 | 5 | 10 | 7 | 3.6 | -2 | -3
O=C(Nc1ccccc1N1CCOCC1)c1cc2ccccc2o1 | 0 | -13 | -11 | 1 | 3 | 0 | 1.4 | 4 | -10
CCN(CC)S(=O)(=O)c1ccc(NC(=O)CN(c2cccc(F)c2)S(C)(=O)=O)cc1 | -2 | 2 | 21 | 20&-11 | 11 | 1 | 4.8 | -7 | 3
Cc1cc(NC(=O)Nc2ccc(Cl)cc2)no1 | 0 | -3 | -2 | -2 | 5 | 0 | 2.2 | 3 | -3
O=C(Cc1n[nH]c(=O)[nH]c1=O)N/N=C/CCc1ccccc1 | -6 | -2 | -2 | 3 | -1 | 0 | 1.6 | -2 | 9
CCn1c(CSc2nncn2-c2ccc(OC)cc2)nc2cc(S(=O)(=O)N(C)C)ccc21 | 0 | -8 | 5 | 9 | -3 | 0 | -1.1 | -1 | 1
CCCN(C(=O)Cc1nc(N)n[nH]1)C1(C(=O)Nc2c(C)cccc2C)CCCCC1 | -6 | 3 | 2 | 6 | 3 | 0 | 1.8 | 0 | 9
CC(CC(=O)N1CCN(c2ccccc2)CC1)S(=O)(=O)c1ccc2c(c1)NC(=O)CO2 (stereo not given) | 1 | -4 | -6 | 26 | 0 | 2 | -0.2 | -10 | -6
Cc1ccc(C(=O)Nc2cccc(C(=O)O)c2)cc1S(=O)(=O)N1CCOCC1 | 0 | -9 | -3 | -4 | -1 | 0 | -0.4 | -2 | -1
O=C(Cn1c(=O)n(Cc2ccc(F)cc2)c(=O)c2ccccc21)NCC1CCCO1 (stereo not given) | 2 | 2 | 4 | -4 | -4 | 3 | -11 | 10 | -1
CCc1ccc(CN2CCCC(C(=O)Nc3ccccc3-c3ccc(OC)cc3)C2)o1 (stereo not given) | 0 | 0 | -115 | -16 | -6 | 4 | 0.7 | 3 | -5
O=C(NCc1cccs1)C1CC(c2ccccc2O)=NO1 (stereo not given) | -3 | 2 | 12 | -5 | -4 | 0 | 2.1 | -1 | 6
CCOC(=O)Cc1csc(NC(=O)CSc2nnc(Cc3csc(N)n3)n2C)n1 | 4 | -2 | 2 | -14 | -3 | 0 | -0.7 | -3 | 7
Cc1ccc(CNC(=O)c2ccc(N3CCC4(CC3)CC(c3ccccc3)=NO4)c(NC(=O)c3ccc(Cl)c([N+](=O)[O-])c3)c2)cc1 | 15* | 35 | 19 | -6 | 3 | 0 | 0.1 | 2 | 8
Cc1c(Br)cc(C(=O)N2CCCCCC2)c(C)c1C | 1 | -2 | -1 | -1 | -14 | 5 | -0.2 | -4 | -4
O=C(CSc1nc2ncc(Cl)cc2[nH]1)N(Cc1ccccc1)C1CCS(=O)(=O)C1 (stereo not given) | -3 | 1 | 12 | 13 | -6 | 0 | 1.6 | -6 | 10
COc1ccc(NC(=S)N2CCN(S(=O)(=O)c3ccc(C)cc3)CC2)cc1 | 0 | 13 | 4 | -5 | -1 | 19 | 2.1 | 0 | -15
COc1ccc(/C=N\NC(=O)c2c(C)nc3ccc(Br)cn23)cc1 | -3 | 6 | 12 | 0 | -4 | 0 | 0.2 | 4 | -8
O=C(NCCc1csc(-c2cccnc2)n1)c1ccccc1 | -7 | 10 | -8 | 0 | 14 | 1 | 2.5 | -4 | 5
Cc1ccc(S(=O)(=O)NCC(=O)OC(C)C(=O)NC(=O)NC2CCCCC2)cc1C (stereo not given) | 2 | nt | -1 | -3 | -1 | 0 | 4.1 | nt | -3
Cc1noc(C)c1C(=O)Nc1sc(C)c(-c2ccccc2)c1C#N | 1 | 1 | -2 | -3 | -3 | 0 | 2.4 | -4 | 4
COC(=O)CCC(=O)NC1CC(C)(C)Cc2c1cnn2-c1ccc(F)cc1 (stereo not given) | -4 | 2 | 6 | 4 | -6 | 0 | 1.1 | 0 | 3
Cc1[nH]c2ccccc2c1C(=O)C(=O)NCc1ccncc1 | -2 | 7 | 8 | 2 | -4 | 0 | -2.7 | 3 | -9
O=C(CCNc1ccc(F)cc1)c1cccc([N+](=O)[O-])c1 | -1 | 7 | 11 | 1 | -25 | 0 | 1.7 | 6 | -40
NC(=O)CC(NC(=O)Cc1ccc(Cl)cc1)c1ccc(NCC2CC2)c([N+](=O)[O-])c1 (stereo not given) | 2 | 10 | 9 | 2 | 11 | 0 | 0.6 | -2 | -1
COc1cccc(-c2noc(Cn3nc(C(=O)O)c4ccccc4c3=O)n2)c1 | 2 | 0 | 8 | 10 | 6 | 0 | 0.2 | 0 | -8
CCc1cccc2c(C(=O)CN3C(=O)NC4(CCc5ccccc54)C3=O)c[nH]c12 (stereo not given) | -1 | -6 | 9 | 4 | 1 | 0 | 3.7 | -2 | 3
Cc1nn(C)cc1CNC(=O)c1cccc(F)c1 | -4 | 2 | 14 | 2 | 2 | 0 | -2.6 | 4 | 1
COc1ccc(NC(=O)C(Cc2ccccc2)NC(=O)c2ccco2)cc1OC (stereo not given) | -4 | 2 | -1 | -2 | 1 | 0 | -2.3 | -1 | -10
Cc1sc2ncnc(NCC(c3ccccc3)N(C)C)c2c1C (stereo not given) | -1 | 10 | 0 | 5 | 5 | 0 | 0.8 | 1 | 8
CC(=O)Oc1cccc(/C=C2\Sc3ccccc3C2=O)c1 | 7 | 3 | -9 | -24 | -5 | 6 | 2.3 | -10 | -10
